# Screens: PubChem BioAssay, Broad Institute
# EWS-Fli inh: EWS/Fli transcriptional activity inhibition | A673 NR0B1-luciferase reporter, viability-normalised | inhibition, % at 12.6 µM | 350,000 tested, 0.67% active | AID 651661;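 active = mean inhibition of at least 50% after viability correction, with every replicate also passing that limit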;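 note: firefly luciferase signal divided by Alamar Blue viability fluorescence both relative to DMSO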
# FN deposition inh: fibronectin deposition inhibition | inhibition, % at 12.6 µM | AH1F fibroblasts, Alexa488-fibronectin deposition fluorescence, overnight | AID 743247 | 350,000 tested, 0.086% active;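 active = mean inhibition across replicates of 30% or more, regardless of how many single replicates reach that level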;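 note: positive control wells lacked labelled fibronectin entirely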
#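 Assay system: AH1F fibroblasts assembling fluorescent fibronectin matrix; Amount: 10000 AH1F cells per well; Buffer or medium: DMEM, 2% serum; Probe or stimulus: Alexa488-fibronectin, 24 nM final in well; Doses: single compound dose, delivered by pin transfer; Incubation: 1 h adhesion, overnight exposure; Measured by: fluorescence 485/525 nm; Read-out: fibronectin deposition inhibition.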
# RAD52 inh: inhibitors of human RAD52 DNA annealing; P43351; recombinant RAD52 DNA annealing, FRET fluorescence; inhibition, % at 18.7 µM; 360,000 tested, 0.46% active; AID 651710;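 active = every replicate showing at least 50% inhibition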
# esBAF inh: blocks esBAF chromatin remodeling in mouse ES cells | AID 602393 | reporter increase, % at 12.5 µM | 350,000 tested, 2% active | Bmi1-luciferase knock-in reporter, 24 h; 100% = twice the neutral-well signal; in the data active = activation above about 40%;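 note: 0% = median of the plate's neutral control wells and 100% = double that signal; a rise in the Bmi1 reporter signal indicates esBAF inhibition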
# RAD54 inh: inhibitors of human RAD54 branch migration | RAD54 Holliday junction branch migration, FAM/BHQ fluorescence | inhibition, % at 10.4 µM | 360,000 tested, 0.14% active;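 active = mean normalized replicate activity at least 40 and at least half of replicates scoring 40 or more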;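 note: 0% = median of neutral control wells and 100% = median of positive control wells; inhibitors cause a drop in the FAM fluorescence signal; in these data hits start at about 50%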
# Xi reactivation: X-chromosome reactivation activator; 360,000 tested, 0.055% active; XiGFP mouse fibroblasts, % GFP-positive cells imaging, 3 d; cells co-treated with 5-aza-dC sensitizer; scaled so ellipticine positive control = 100%; activation, % at 7.58 µM;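 active = mean normalized replicate activation at least 10% and every replicate at or above 10%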;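 note: 0% = median of on-plate neutral control wells and 100% = ellipticine 6 µM median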
#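 Material: SV40-immortalized XiGFP fibroblast cells, line 68-5-11 | Buffer or medium: DMEM containing 5-aza-dC | Dosing: One concentration, pinned | Times: 3 d treatment, 15 min room-temperature fixation | Controls: Ellipticine 6 µM positive control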
# S100A4 MyoIIA: inhibitors of human S100A4 binding to myosin IIA peptide. AID 652163. inhibition, % at 10.7 µM. 360,000 tested, 0.14% active. P26447. S100A4/TAMRA-MyoIIA peptide fluorescence polarization;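 active = mean inhibition of at least 70% across replicates, with every replicate also reaching that level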
# Target sequence (P26447 whole entry, looked up): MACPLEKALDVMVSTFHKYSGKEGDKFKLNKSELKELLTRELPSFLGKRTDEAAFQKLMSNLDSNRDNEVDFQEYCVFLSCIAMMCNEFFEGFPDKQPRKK
#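 Test system: S100A4 monomer protein; Medium: HEPES pH 7.2 with CaCl2, KCl, NaCl, DTT, Triton; Probe or stimulus: TAMRA-labelled myosin IIA heavy-chain peptide probe, 5 nM; Doses: one dose per compound; Times: polarization read 5 min after assay mix addition, stable 5–60 min; Benchmarks: neutral control DMSO, positive control TFP.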
# E-sel inducer: induces E-selectin expression in human endothelial cells; activation, % at 7.58 µM; P16581; HUVEC E-selectin immunofluorescence imaging; normalized: neutral wells 0, TNF-alpha wells 100; 260,000 tested, 0.37% active;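 active = mean E-selectin-positive cell signal at least 10% of the positive control, reached in at least 60% of replicates, without over 20% cell loss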;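 note: in these data hits start at about 27%; measured in HUVEC primary endothelial cells; signal is the percent of cells scored E-selectin positive by PE staining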
# Target sequence (P16581 whole entry, looked up): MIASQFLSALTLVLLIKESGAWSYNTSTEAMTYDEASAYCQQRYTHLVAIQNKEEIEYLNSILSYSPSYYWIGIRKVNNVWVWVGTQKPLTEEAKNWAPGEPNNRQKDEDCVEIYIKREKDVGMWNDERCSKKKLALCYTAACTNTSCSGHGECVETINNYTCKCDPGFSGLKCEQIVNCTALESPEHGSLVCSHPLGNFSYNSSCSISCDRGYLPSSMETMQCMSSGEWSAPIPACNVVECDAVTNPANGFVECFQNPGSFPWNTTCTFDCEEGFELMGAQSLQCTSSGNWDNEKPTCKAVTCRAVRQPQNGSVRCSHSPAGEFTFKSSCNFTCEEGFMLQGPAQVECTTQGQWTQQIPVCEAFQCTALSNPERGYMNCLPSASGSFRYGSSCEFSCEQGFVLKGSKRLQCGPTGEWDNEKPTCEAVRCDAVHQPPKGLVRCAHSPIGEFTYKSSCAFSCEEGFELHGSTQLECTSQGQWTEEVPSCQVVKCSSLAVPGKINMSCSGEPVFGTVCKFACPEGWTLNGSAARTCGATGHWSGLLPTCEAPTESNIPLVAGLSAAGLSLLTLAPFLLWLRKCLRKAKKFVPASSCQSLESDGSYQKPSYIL
#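 System: HUVEC, human umbilical vein endothelial cells; quantity: 3,000 cells/well; buffer or medium: EGM-2 medium, gelatin-coated wells; dosing: single-point compound dose; detection: immunofluorescence imaging; evaluation: % PE-positive cells; benchmarks: TNF-alpha, DMSO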
# The depositor's hits bear a star; nt = not tested or not shown. Rows are unselected. About 3% of those tested had a hit in this group.
SMILES,EWS-Fli inh,FN deposition inh,RAD52 inh,esBAF inh,RAD54 inh,Xi reactivation,S100A4 MyoIIA,E-sel inducer
COc1ccc(NC(=O)Nc2ccc3c(c2)C(=O)N([C@H](C)CO)C[C@@H](C)[C@@H](CN(C)CC2CCCCC2)O3)cc1,-5,nt,-1,2,-5,0.0,19,-13
Cc1ccc(S(=O)(=O)NCCCn2ccnc2)cc1C(=O)NC(C)C,5,-2,-4,-13,-4,0.3,0,nt
CC(C)(C)c1ccccc1NC(=O)CN1C(=O)NC(Cc2ccccc2)C1=O (stereo not given),2,2,-5,nt,nt,0.7,3,0.0
CN(CC(=O)Nc1ccccc1C(F)(F)F)C(=O)COc1cccnc1[N+](=O)[O-],-5,0,-8,nt,nt,0.1,2,6.4
CC(C)(C)C(=O)CNS(=O)(=O)c1ccc(S(=O)(=O)NC2CCCC2)cc1,-2,nt,-15,-1,0,nt,1,nt
Cc1ccc(NC(=O)CCC(=O)NNC(=O)COc2ccc([N+](=O)[O-])cc2)c(C)c1,3,1,-10,-10,1,0.1,-3,-4.1
O=C(CCC1CCCC1)Nc1cccc(Cc2ccncc2)c1,-4,-3,-12,nt,nt,0.3,-7,nt
CCOC(=O)c1ccc(NC(=O)Nc2c(C)n(C)n(-c3ccccc3)c2=O)cc1,nt,3,-11,-11,-3,0.0,4,nt
COc1cccc(C2CC(c3ccccc3)n3ncnc3N2)c1 (stereo not given),2,6,-10,-5,-8,0.3,-1,0.1
CC(C)NC(=O)N(C)C[C@H]1Oc2ccc(NC(=O)NC3CCCCC3)cc2C(=O)N([C@@H](C)CO)C[C@H]1C,-1,nt,-1,3,2,0.0,-26,-1.5
CCN(CC(=O)Nc1c(F)cccc1F)C(=O)C1COc2ccccc2O1 (stereo not given),-2,-2,-4,-12,3,0.0,1,-0.3
COc1ccc(-c2cn3c(C)c(C(=O)NC(C)(C)C)sc3n2)cc1,-82,14,-8,72*,4,0.5,1,nt
O=c1c([N+](=O)[O-])cccn1Cc1ccc(F)cc1Cl,4,13,-19,-2,9,0.0,-2,1.0
Cc1cccc2cc(CN(CC(C)C)S(=O)(=O)c3ccccc3)c(=O)[nH]c12,-7,-1,0,1,-11,0.4,-3,nt
CO[C@@H]1CN(C)C(=O)c2cc(NC(=O)NC3CCCCC3)ccc2OC[C@H](C)NC[C@@H]1C,3,-5,1,-8,-7,0.3,15,-0.2
CCOC(=O)N1CCN(C(=O)C(=O)N/N=C/c2ccc(OC)cc2OC)CC1,0,-13,3,nt,nt,0.0,5,9.2
O=S(=O)(NCCCN1CCOCC1)c1ccc(Cl)s1,3,-3,-3,nt,nt,0.0,4,nt
Cc1c(C)c(C)c(S(=O)(=O)NCCC(=O)N2CCN(Cc3ccc(C#N)cc3)CC2)c(C)c1C,7,0,-4,3,5,0.4,-1,-0.4
C/C=C/c1cnc2c(c1)C(=O)N([C@@H](C)CO)C[C@H](C)[C@H](CN(C)C(=O)Nc1ccc(C(F)(F)F)cc1)O2,8,nt,10,8,-1,0.1,1,-0.1
O=C(c1ccc(S(=O)(=O)N2CCC(c3nc4ccccc4s3)CC2)cc1)N1CCCCC1,nt,nt,-12,5,-8,nt,3,nt
O=C1CC(C2CCCO2)C(=O)N1c1ccc(Cl)c(Cl)c1 (stereo not given),-1,-12,-15,nt,nt,-0.1,-1,1.6
O=C(NCC1CCCO1)c1cc2c(=O)[nH]c3ccccc3c2s1 (stereo not given),-17,-20,-145,nt,nt,0.0,2,nt
CC(=O)OCO/N=[N+](\[O-])N1CCCC1,0,nt,6,nt,-26,nt,16,nt
COc1ccccc1C(=O)O[C@H]1[C@H](Cc2ccccc2)NS(=O)(=O)[C@H]2C[C@@H]3C=C[C@]12O3,2,2,-8,10,1,0.0,-1,0.0
O=S(=O)(Cc1ccc(Cl)cc1)NCc1cccnc1,4,-4,-3,nt,4,0.4,-2,7.5
O=C(CSc1nnc(CNC(=O)c2ccco2)o1)Nc1ccc(Cl)cc1,nt,1,-4,0,nt,0.0,-3,nt
CCOc1ccccc1NC(=S)NCC1CCCO1 (stereo not given),9,-3,-43,nt,nt,0.0,12,nt
C[C@H]1CN([C@@H](C)CO)S(=O)(=O)c2ccc(C3=CCCC3)cc2O[C@H]1CN(C)Cc1cccnc1,0,-12,12,1,1,0.0,-7,-0.2
Cc1cc(C(=O)N2CCN(c3ccccc3Cl)CC2)c(C)o1,-52,-10,-21,nt,3,0.2,-4,0.0
Cc1cc(C)c2nc(NNC(=O)c3cc(-c4cccs4)nc4ccccc34)sc2c1,8,-5,-13,-7,-13,0.1,9,0.1
C[C@H]1CN([C@@H](C)CO)C(=O)c2cccc(NC(=O)Nc3cccc4ccccc34)c2O[C@H]1CN(C)Cc1ccc(-c2ccccc2)cc1,8,nt,nt,2,nt,0.3,nt,90*
COc1cc(C2NC(=O)NC(C)=C2[N+](=O)[O-])cc(OC)c1OC (stereo not given),7,7,13,-11,nt,0.1,18,0.3
COC(=O)c1cc2c(ccn2-c2ccc(F)cc2)n1Cc1ccc(C#N)cc1,-7,0,-15,nt,nt,-0.1,-1,nt
CCOC(=O)[C@H]1[C@H]2COc3cc(OC)ccc3[C@@H]2N2C(=O)c3cc(OC)ccc3NC(=O)[C@@]12C,-10,7,4,-5,-9,0.0,1,0.0
Cc1ccc(C(C)C)cc1OCC(=O)Nc1ccccc1N1CCCC1,3,nt,-13,-7,3,-0.1,-2,1.1
COc1ccc(C#Cc2ccc([C@H]3[C@@H](CO)N4C(=O)CN(C(C)=O)C[C@@H]34)cc2)cc1,-1,nt,-3,nt,nt,0.0,8,-0.1
COc1ccc(S(=O)(=O)N2CN3CCN(C3)C2)cc1,17,-4,-4,7,-11,0.2,-6,nt
CN(Cc1cnn(C)c1)Cc1nc(-c2ccc(Cl)cc2)no1,-26,nt,-14,19,7,0.1,-4,nt
O=C(NC1CCCC1)C(c1ccccc1)n1c(CSCCOc2ccccc2)nc2ccccc21 (stereo not given),60*,-2,-10,nt,nt,-0.1,-2,-0.1
CC(C)(C)NC(=O)COc1ccc(S(=O)(=O)N2CCCC2)cc1,-5,-9,-2,1,9,0.0,-3,nt
Cc1ccccc1C(=O)NC(=S)Nc1cccc(NC(=O)C(C)C)c1,-13,-3,-7,nt,nt,0.1,-7,-0.2
CCOc1ccc(NS(=O)(=O)c2ccc(-c3ccc(=O)[nH]n3)o2)cc1,2,4,-12,-2,nt,0.0,7,nt
COc1cccc(-c2ccc([C@H]3[C@H](CO)N4C(=O)CN(C(=O)C5CCCC5)C[C@@H]34)cc2)c1,1,11,-9,nt,nt,0.6,13,-0.6
CCNc1c(NC(=O)C2CCC(C)CC2)c(=O)oc2ccccc12 (stereo not given),0,12,-4,1,15,0.0,-5,0.6
O=C(CN1CCCC1c1ccc2c(c1)OCCO2)NC(=O)Nc1ccccc1F (stereo not given),-6,-2,-38,nt,nt,0.1,2,nt
CC(C)C#Cc1ccc([C@@H]2[C@H](CO)N3C(=O)CN(C(=O)c4ccc5c(c4)OCO5)C[C@@H]23)cc1,-6,11,-19,nt,nt,0.0,2,0.1
CCOC(=O)c1sc(NC(=O)Nc2ccc(F)cc2)nc1C,-92,-3,-3,nt,nt,0.0,-8,4.9
C=CCOc1ccnc(-c2ccccc2)n1,-11,5,3,2,2,-0.1,4,-0.1
Cc1cc(/C=C2\SC(=S)NC2=O)c(C)n1C1CC1,nt,12,nt,15,-14,nt,nt,-0.3
O=C(C1CC=CCC1)N1CCC(CO)(Cc2ccc(Cl)cc2)CC1 (stereo not given),14,3,-10,1,6,nt,-2,-0.1
CCC(Sc1nc2ccc(C)cc2[nH]1)C(=O)O (stereo not given),nt,nt,-11,0,4,nt,0,nt
CCCCN(C)CCNC(=O)c1cc2c(=O)[nH]c3ccccc3c2n1C,3,0,11,1,46,0.2,-4,0.0
